# Bioassay records (PubChem)
# AT treatment = potential ataxia-telangiectasia treatment; 320,000 tested, 0.19% active; […] A-T fibroblasts, KAP-1 phosphorylation AlphaLISA; neocarzinostatin DNA damage 30 min before lysis; Potency, µM (doses to about 57.5 µM), for inactives: at the highest dose activation, usual class: activators; also: potency is read from the fitted curve at half-maximal effect; % of control where 0% means no effect; nearly all actives have a fitted effect of over 45% in size
#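 ATM-like activity read as KAP-1 phosphorylation via AlphaLISA donor/acceptor antibody pairs after lysis and 6 hr at 25C. Cells were ATM-null patient fibroblasts ([…], hTERT), dosed 60 min, then exposed to the DSB inducer NCS for 30 min.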
# CXXC DNA block = inhibitors of human MLL CXXC domain-DNA interaction; MLL-CXXC / FITC-HOXA9 DNA fluorescence polarization; Potency, µM (highest dose often 115 µM), without a hit: at the highest dose activity change, negative = inhibition, actives largely listed as inhibitors; AID 2662; 290,000 tested, 0.037% active; active = well fitted inhibition curve with a large enough effect in the polarisation, with a control signal flat, not every such curve was filed as active; inconclusive = small, poorly fitted or top-dose-only effect, or effect the other way, or a change in a side signal; inactive = no such curve, though single readings can be large or run the other way; the % refers to the polarisation; also: potency is read from the fitted curve at half-maximal effect
#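 Steps: dispense CXXC domain solution (7 uM) → pin compounds or unlabeled HOX-A9 DNA control → 5 min ambient → add FLSN-HOX-A9 solution (50 nM) → spin → 30 min ambient → fluorescence polarization. Tris pH 7.5/NaCl/DTT/BSA buffer.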
# ELG1 repair inh = ELG1-dependent DNA repair inhibition; HEK293T ELG1-luciferase reporter, luminescence, 16 h; DNA damage induced by 5-fluorouridine; Potency, µM (doses to about 46.1 µM), for the others: top-dose activity change, negative = inhibition, hits mostly inhibitors; 330,000 tested, 2.3% active; also: potency is read from the fitted curve at half-maximal effect; % is scaled to controls: 0 for no effect and ±100 for the full control effect; nearly all actives have a fitted effect of over 55% in size
#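 DMSO vehicle served as the neutral condition. Each well held 2,000 cells given 5-fluorouridine plus compound; after 16 hr at 37 °C/5% CO2, ONE-Glo was added and luciferase measured 30 min later.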
# p53 reactivation = re-activators of mutant p53; H1299 p53-A138V BP100-luciferase reporter, luminescence, 24 h; Potency, µM (doses to about 92.2 µM), without a hit: at the highest dose activity change, positive = activation, most hits filed as activators; 320,000 tested, 0.063% active; AID 504706; also: potency is read from the fitted curve at half-maximal effect; % of control where 0% means no effect; nearly all actives have a fitted effect of over 45% in size
#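 H1299 (p53-null), stable ts p53-A138V + BP100-Luc; 1000 cells/well, Opti-MEM/10% FBS; cpd 4 pt, 1:5; 24 h, 37 deg C, 5% CO2; detection reagent 10 min RT; luminescence.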
# B2AR arrestin = agonists driving beta-arrestin recruitment to human beta2-adrenergic receptor; Potency, µM (doses to about 46.1 µM), for the others: top-dose activation, actives largely listed as activators; beta-arrestin recruitment to beta2AR, cell-based reporter; 330,000 tested, 0.02% active; P07550;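 also: potency is read from the fitted curve at half-maximal effect; 0% = DMSO controls and full agonism = EC100 isoproterenol or metaproterenol; nearly all actives have a fitted effect of over 65% in size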
# Target sequence (P07550 whole entry, looked up): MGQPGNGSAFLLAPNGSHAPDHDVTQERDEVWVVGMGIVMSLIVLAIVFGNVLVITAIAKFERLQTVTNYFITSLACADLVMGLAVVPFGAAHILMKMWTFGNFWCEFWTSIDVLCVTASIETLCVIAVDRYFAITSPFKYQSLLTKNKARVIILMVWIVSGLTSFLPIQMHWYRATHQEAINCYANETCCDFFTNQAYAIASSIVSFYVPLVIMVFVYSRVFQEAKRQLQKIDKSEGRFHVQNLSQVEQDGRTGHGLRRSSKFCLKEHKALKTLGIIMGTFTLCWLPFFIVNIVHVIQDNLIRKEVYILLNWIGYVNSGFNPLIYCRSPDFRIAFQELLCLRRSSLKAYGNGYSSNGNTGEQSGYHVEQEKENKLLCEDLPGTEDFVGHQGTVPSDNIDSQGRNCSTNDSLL
# BRCA1 expr act = increases BRCA1 expression | 380,000 tested, 1.1% active | MCF7-BRCA1-FFLuc reporter, luminescence, 48 h; response scale: scaled: vehicle 0%, 10 µM genistein 100% | Potency, µM (series often up to 46.1 µM), for the others: at the top dose activation, usual class: activators; also: potency is read from the fitted curve at half-maximal effect; nearly all actives have a fitted effect of over 80% in size; some results filed as inactive show a strong effect at the top dose
#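 Luminescence from a BRCA1-driven firefly luciferase in MCF7 cells was read after 48 h compound exposure at 37 C. Data normalized against DMSO and a 10microM genistein activation control, then curve-fitted across the titration.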
# TCR activator = activators of T cell receptors; primary human leukocytes, anti-CD3, IL-2 HTRF, 48 h; Potency, µM (doses to about 9.22 µM), inactives show top-dose activation of IL-2 secretion, most hits filed as activators; 330,000 tested, under 10 active; also: % of control where 0% means no effect
#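 Human primary leukocytes + a-CD3 beads + cpd, 48 hr; IL-2 in supernatant by HTRF (ex 320nm / em 665nm). No co-stimulatory signal supplied.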
# Integrin act MD = activates integrin-mediated alleviation for muscular dystrophy; 350,000 tested, 0.064% active; alpha7betagal myoblasts, beta-gal FDG fluorescence, 48 h; AID 624291; Potency, µM (top dose mostly 38.3 µM), inactives show at the top dose activation, hits mostly activators;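 also: potency is read from the fitted curve at half-maximal effect; 100% = response of the positive control SU9516; nearly all actives have a fitted effect of over 60% in size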
#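 alpha7betagal+/- myoblasts (passage 13, 250/well) treated 48 h at 37C with compounds at 1:260 dilution of DMSO stock. Lysed, then beta-galactosidase activity read as FDG fluorescence (ex 480/em 540) after 30 min, with pre-read for autofluorescence.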
# TRPV1 ag = activates the human vanilloid receptor TRPV1 | activation, % at 8.33 µM | Q8NER1 | TRPV1-expressing cells, Fluo-8 calcium influx, agonist mode | AID 540275 | 320,000 tested, 0.19% active; in the data active = activation above about 80%; inconclusive = between about 30% and that limit; also: 0% is about no effect
#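 Cells expressing TRPV1 were dye-loaded with Fluo-8 and read kinetically: 10 s baseline, 3 min after compound (agonist portion), then 2 min after EC20 capsaicin (allosteric enhancer portion). Calcium-bound dye fluorescence at 480/520 nm.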
# PTAP TSG101 blk = blocks PTAP/TSG101 interaction to inhibit HIV-1 budding; Q99816; 340,000 tested, under 10 active; Fluorescence polarization, FITC-PTAP peptide / Tsg101 binding; Potency, µM (titrated, usually from 115 µM), without a hit: at the top dose activity change, negative = inhibition, most hits filed as inhibitors; active = well fitted inhibition curve with a large enough effect in the main read-out, with a control signal flat, not every such curve was filed as active; inconclusive = small, poorly fitted or top-dose-only effect, or effect the other way, or a change in a side signal; inactive = no such curve, though single readings can be large or run the other way; also: potency is read from the fitted curve at half-maximal effect; % of control where 0% means no effect
# Target sequence (Q99816 whole entry, looked up): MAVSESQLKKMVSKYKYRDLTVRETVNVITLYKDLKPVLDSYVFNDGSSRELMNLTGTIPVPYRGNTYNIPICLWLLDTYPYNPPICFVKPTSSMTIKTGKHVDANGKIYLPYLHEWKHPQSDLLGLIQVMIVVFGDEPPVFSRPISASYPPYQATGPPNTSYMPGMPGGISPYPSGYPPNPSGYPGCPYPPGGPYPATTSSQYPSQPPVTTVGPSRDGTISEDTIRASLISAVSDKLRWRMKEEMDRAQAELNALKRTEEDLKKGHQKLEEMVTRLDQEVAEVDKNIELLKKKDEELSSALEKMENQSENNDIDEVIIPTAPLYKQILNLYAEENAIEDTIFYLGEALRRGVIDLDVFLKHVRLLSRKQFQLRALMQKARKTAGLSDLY
#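 Fluorescence polarization binding of Tsg101 binding domain (10 uM final) to FITC-labeled PTAP peptide (50 nM final) in HEPES pH 7.5 buffer with NaCl, Tween 20, EDTA, TCEP. Compounds added before peptide; binding 20 min at RT.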
# * hit, by the source's call; ? = inconclusive; / = no result given; [ ] = another dose, or the depositor's remark. Unless noted, calls follow the shape of the dose curve; as a rule, active = well fitted curve in the direction sought with a large enough effect; inconclusive = small, poorly fitted or top-dose-only effect, or another doubt; inactive = no such curve, though single readings can be large; an effect the other way counts as inactive or inconclusive.
# Order of results – B2AR arrestin | TRPV1 ag | Integrin act MD | AT treatment | TCR activator | ELG1 repair inh | PTAP TSG101 blk | BRCA1 expr act | CXXC DNA block | p53 reactivation
> CC(=O)c1c(C)[nH]c(C(=O)OCC(=O)N2CCN(S(=O)(=O)c3ccc(C)cc3C)CC2)c1C
    0.2% | 1 | 25% | 2% | -3% | 18µM* | -3% | -47% | 2% | -2%
> O=C(CSc1ccc(-c2ccco2)nn1)NCc1ccccc1Cl
    0.0% | -6 | -5% | 4% | -5%[46.1 µM] | -5% | -3% | -19% | 3% | -15%
> CN(C(=O)CN1C(=O)C2C3CC(C(Br)C3Br)C2C1=O)C1CCCCC1 (configuration not stated)
    -0.1% | 3 | 36% | -5% | 5% | 19% | -10% | -36% | 2% | -1%
> COC(=O)C(CCCN1C(=O)c2ccccc2C1=O)(NC(C)=O)c1nn[nH]n1 (configuration not stated)
    -0.2% | 3 | -5% | -1% | 0% | -7% | 0% | 16% | 11% | -4%
> COC(=O)CNC(=O)c1cn(CC(C)C)c(=O)c2cc(OC)c(OC)cc12
    -0.1% | 3 | -2% | -2% | 5% | 4% | 1% | 10% | -12% | 16%
> CCOc1ccc(OCCCCn2ccnc2)cc1
    -1.7% | -5 | -9% | 6% | 10%[46.1 µM] | 14% | 27% | -6% | -2% | -2%
> COc1ccc(Cl)cc1C(=O)Nc1ccc(NC(=O)c2ccco2)cc1
    -0.1% | -2 | 10% | 6% | 0% | 20% | -2% | -19% | 79%[activator] | -5%
> O=C(Nc1ccccc1)c1cccc(S(=O)(=O)N2CCCCC2)c1
    0.3% | ? | 10% | -5% | 4% | 3% | -1% | 11%[1.84 µM] | 3% | 6%
> CCOC(=O)c1c(-c2ccc(-c3ccccc3)cc2)csc1NC(=O)c1cccc(N2C(=O)CCC2=O)c1
    0.2% | -6 | 17% | -1% | 0%[46.1 µM] | 7.3µM* | -6% | -27% | 11% | -8%
> CN(C)C(=O)c1ccc(NC(=O)CSc2nnc(-c3cccs3)n2N)cc1
    0.3% | -8 | ? | -3% | 0% | 15% | 1% | 3% | / | -2%
> COc1ccc2nc(SCC(=O)N3CCCCCC3)c(C#N)cc2c1
    -0.9% | 18 | -13% | 5% | 1% | 0% | -6% | 32% | 1% | 8%
> CNc1ccc(/C=C2\CSc3ccccc3C2=O)cc1[N+](=O)[O-]
    0.3% | -2 | -10% | 5% | 2% | ? | -2% | 19% | 0% | 12%
> CC(=O)N1N=C(c2ccc(C)o2)CC1c1ccc(Br)cc1 (configuration not stated)
    -0.9% | -3 | 8% | 2% | -7% | ? | -4% | 10µM* | -6% | 13%
> COc1ccccc1NC(=O)c1ccc(NS(=O)(=O)c2cccc3cccnc23)cc1
    0.7% | 3 | -10% | 3% | 4%[46.1 µM] | -10% | 0% | -10% | -7% | -7%
> CCn1c(C)c(C(C)=O)c(N2CCCCC2)nc1=S
    0.1% | -1 | -1% | -7% | -1% | 0% | -2% | -13% | 8% | -9%
> O=C(NCc1ccccc1)c1ccc(-c2ccccc2C(F)(F)F)o1
    -0.2% | -3 | -6% | -3% | 3% | ? | 0% | 35% | -4% | 12%
> Cc1ccc(C)c(OCC(=O)NNC(=O)c2ccc(NC(=O)C3CC3)cc2)c1
    0.0% | 0 | -5% | 4% | 1% | -3% | -3% | -5% | 0% | 4%
> Cn1nc(C(F)(F)F)c(C(=O)Nc2ccc(Cl)cc2)c1Cl
    0.0% | 6 | 1% | 1% | -9% | 2% | -6% | 0% | 0% | -4%
> COc1ccc(N2C(=O)CCC(C(=O)NCc3cccnc3)C2c2ccc(OC)c(OC)c2)cc1 (configuration not stated)
    -0.3% | -1 | 1% | -5% | / | 4% | -2% | 5% | 5% | -1%
> CN(C)S(=O)(=O)c1cccc(NC(=O)Cc2ccsc2)c1
    -0.5% | 1 | 13% | 5% | -1% | -4% | -2% | -1% | 0% | -11%
> OCCNc1ncnc2c1c(-c1ccccc1)c(-c1ccccc1)n2Cc1ccco1
    0.1% | 17 | 6% | 5% | -4% | ? | -10% | 39% | 2% | -1%
> N#CCC(=O)Nc1ccc(C(F)(F)F)cc1N1CCOCC1
    -0.2% | 2 | -24% | -1% | -5% | 3% | 0% | -3% | 1% | 2%
> Cc1cc(Cl)ccc1OCC(=O)NNC(=O)c1cccs1
    / | / | -44%[inhibitor] | / | 6% | / | -3% | 61% | / | /
> CCOC(=O)c1ccc(CSc2n[nH]c(C)n2)o1
    -0.2% | -1 | -11% | -14% | 3% | ? | -6% | 11% | 2% | 14%
> C=CCn1c(SC(F)F)nc2scc(-c3ccco3)c2c1=O
    3.3% | -1 | -24% | -3% | 4% | 25% | 0% | -77% | 0% | ?
> CNC(=O)c1nnsc1S(=O)(=O)c1ccc(Cl)cc1
    -0.2% | -11 | -55%[inhibitor] | 0% | 1% | ? | -4% | -91%[inhibitor] | 7% | -21%
> CCCCCOc1ccc(C(=O)CCC(=O)N2CCCC2)cc1
    -0.5% | -2 | -27% | 25% | 1% | -23% | -5% | -2% | -1% | 2%
> COc1ccc(-n2c(Cc3cccn3C)nnc2SCC(=O)Nc2ccc(F)cc2F)cc1
    0.2% | 1 | -20% | 0% | -1%[46.1 µM] | -13% | -9% | 0% | -3% | -7%
> COc1ccccc1C(=O)Nc1ccc2c(c1)OCO2
    0.1% | 20 | 25% | / | 2% | ? | 0% | 0% | 2% | ?
> Oc1ccc(C[C@H]2CNCCN2CC2CCCCC2)cc1
    0.0% | -2 | 0% | 13% | -1% | 23% | -5% | 8% | / | ?
> Cc1ccc(S(=O)(=O)CCC(=O)OCC(=O)NCCc2ccccc2)cc1
    -0.2% | 6 | 0% | 2% | -2% | 12% | -9% | -10% | / | 5%
> COc1ccc(NC(=O)CCS(=O)(=O)c2cccc3nonc23)c(OC)c1
    -0.2% | -3 | -12% | -2% | -4% | 0% | -3% | -16% | 4% | -1%
> Nc1ccc2cccc(O)c2c1
    / | / | -20% | / | 3% | / | -6% | -24% | / | /
> COc1cc(/C=N/NC(=O)c2ccncc2)cc2c1OCO2
    -0.4% | -1 | -42%[inhibitor] | -1% | -8% | 0% | -11% | -25% | -1% | -11%
> Cn1c(Cc2ccccc2)nnc1SCC(=O)Nc1ccc2c(c1)OCCO2
    -1.9% | -5 | -7%[7.66 µM] | 7% | / | 3% | -3% | -3% | -10% | 3%
> COc1ccccc1NC(=S)N(CCc1c(C)[nH]c2ccccc12)Cc1cccs1
    0.2% | 1 | -21% | 7% | -2% | ? | -1% | -26% | 23% | -3%
> CCc1c(C)nc(SCC(=O)N2CCCCC2CC)[nH]c1=O (configuration not stated)
    0.1% | 0 | 7% | -3% | -3% | ? | -5% | -22% | -7% | -2%
> CC1CN(C)C(C)c2c1oc1ccc([N+](=O)[O-])cc21 (configuration not stated)
    -0.1% | -2 | -1% | 12% | 4% | -1% | 0% | -11% | -4% | -1%
> CCOc1ccc(OCC(=O)OCC(=O)Nc2ccccc2C#N)cc1
    -0.2% | 1 | -1% | 2% | -1% | 13% | -5% | 0% | / | -1%
> Cc1cc(OC(C)C(=O)Nc2ccncc2)ccc1Cl (configuration not stated)
    -0.5% | ? | -66%[inhibitor] | 11% | / | ? | -3% | -4% | -4% | -47%[inhibitor]
> O=C(Nc1ccc(-c2csc(Nc3ccccc3)n2)cc1)c1cc([N+](=O)[O-])cc(C(F)(F)F)c1
    -1.0% | 0 | 10% | -23% | 10% | 9.2µM* | -4% | -65% | 2% | 7%
> Cn1ncc([N+](=O)[O-])c1C(=O)Nc1ccc(C2CCCCC2)cc1
    0.4% | 11 | ? | 3% | -7% | -1% | -5% | 54% | 5% | ?
> Cc1ccsc1C(=O)OCC(=O)NC1CCCCC1C (configuration not stated)
    -1.4% | 4 | 2% | -10% | -1% | ? | -4% | 3% | / | 5%

# A draw from above in order of SMILES length, rising.
# Order of results – B2AR arrestin | TRPV1 ag | Integrin act MD | AT treatment | TCR activator | ELG1 repair inh | PTAP TSG101 blk | BRCA1 expr act | CXXC DNA block | p53 reactivation
> Cc1ccsc1C(=O)OCC(=O)NC1CCCCC1C (configuration not stated)
    -1.4% | 4 | 2% | -10% | -1% | ? | -4% | 3% | / | 5%
> CNC(=O)c1nnsc1S(=O)(=O)c1ccc(Cl)cc1
    -0.2% | -11 | -55%[inhibitor] | 0% | 1% | ? | -4% | -91%[inhibitor] | 7% | -21%
> N#CCC(=O)Nc1ccc(C(F)(F)F)cc1N1CCOCC1
    -0.2% | 2 | -24% | -1% | -5% | 3% | 0% | -3% | 1% | 2%
> CCc1c(C)nc(SCC(=O)N2CCCCC2CC)[nH]c1=O (configuration not stated)
    0.1% | 0 | 7% | -3% | -3% | ? | -5% | -22% | -7% | -2%
> Cc1ccc(S(=O)(=O)CCC(=O)OCC(=O)NCCc2ccccc2)cc1
    -0.2% | 6 | 0% | 2% | -2% | 12% | -9% | -10% | / | 5%
